Bioassay records as filed in PubChem.
HCMV antiviral: blocks human cytomegalovirus replication | HFF cells, HCMV-luciferase reporter, 72 h; hits give low values | activity change, negative = inhibition, % at 57.5 µM | 410,000 compounds, 4.5% hits; in the data active means activity change below about -60%; inconclusive means no clear call, values can overlap the other calls; inactive means above about -39%
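After 16 h attachment at 37C, HFF cells received test compound and HCMV-luciferase (1 PFU/cell); reporter luminescence read 72 h later, data normalized against buffer-only and known inhibitor Salinomycin.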
AmpC no deterg: blocks E. coli AmpC beta-lactamase in detergent-free assay; P00811; AmpC nitrocefin hydrolysis, absorbance 480 nm, 0.0001% Triton; 330,000 compounds, 0.52% hits; Potency, µM (top dose mostly 57.1 µM), for the others: top-dose activity change, negative = inhibition, most hits filed as inhibitors;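 further: potency means the concentration at half of the fitted maximal effect; plate controls were no compound for no effect and no enzyme for full effect; nearly all actives have a fitted effect of over 20% in size; some results filed as inactive show a strong effect at the top dose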
Target sequence (P00811 whole entry, looked up): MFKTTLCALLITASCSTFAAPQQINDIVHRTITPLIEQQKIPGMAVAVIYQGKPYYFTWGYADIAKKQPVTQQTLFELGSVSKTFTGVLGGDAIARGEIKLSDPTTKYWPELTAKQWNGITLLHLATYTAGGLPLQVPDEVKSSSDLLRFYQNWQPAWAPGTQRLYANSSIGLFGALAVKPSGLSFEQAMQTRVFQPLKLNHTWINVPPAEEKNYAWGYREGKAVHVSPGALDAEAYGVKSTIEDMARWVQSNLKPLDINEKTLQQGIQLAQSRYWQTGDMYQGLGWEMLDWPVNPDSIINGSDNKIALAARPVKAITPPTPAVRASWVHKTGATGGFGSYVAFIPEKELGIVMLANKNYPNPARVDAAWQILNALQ
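AmpC (5.3 nM in the dispensed reagent) in 20 mM phosphate pH 7.0 with 0.01% (detergent screen) or 0.0001% Triton X-100 was preincubated with compounds for 15 min at room temperature. Nitrocefin was then added from an 800 uM solution, and hydrolysis was followed at 480 nm.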
Sm TGR inh: S. mansoni TGR enzyme inhibition; Potency, µM (doses to about 114 µM), inactives show at the highest dose activity change, negative = inhibition, actives largely listed as inhibitors; 360,000 compounds, 3% hits; Q962Y6; purified TGR, DTNB reduction, TNB absorbance 405 nm; further: potency means the concentration at half of the fitted maximal effect; nearly all actives have a fitted effect of over 60% in size
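TGR 20 nM + NADPH 100 uM (dispensed conc.), cpd preinc 15 min RT; start with NADPH (500 uM addition) then DTNB (15 mM addition). Kinetic TNB absorbance, 405 nm filter. Four-parameter Hill fit across titration.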
Tb PYK inh: inhibitors of Trypanosoma brucei pyruvate kinase; Q57TT1; TbPYK enzyme, Kinase-Glo Plus ATP luminescence, 45 min; Potency, µM (series often up to 76.8 µM), without a hit: top-dose activity, negative = inhibition, actives largely listed as inhibitors; 410,000 compounds, 0.12% hits; further: potency means the concentration at half of the fitted maximal effect; nearly all actives have a fitted effect of over 50% in size
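Readout: single end-point luminescence (Kinase-Glo Plus, 10 min). Reaction conditions were TbPYK/substrate plus 130 uM ADP, 45 min at RT, pH 7.2 TEA buffer. No-enzyme wells served as controls, and data were normalized before concentration-response fitting.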
LmPK inh: LmPK (Leishmania mexicana) enzyme inhibition | purified LmPK, Kinase-Glo ATP luminescence, 1 h | Potency, µM (titrated, usually from 57.5 µM), for the others: at the top dose activity change, negative = inhibition, actives largely listed as inhibitors | AID 1721 | 290,000 compounds, 0.37% hits; further: potency means the concentration at half of the fitted maximal effect
Target sequence (Q27686 whole entry, looked up): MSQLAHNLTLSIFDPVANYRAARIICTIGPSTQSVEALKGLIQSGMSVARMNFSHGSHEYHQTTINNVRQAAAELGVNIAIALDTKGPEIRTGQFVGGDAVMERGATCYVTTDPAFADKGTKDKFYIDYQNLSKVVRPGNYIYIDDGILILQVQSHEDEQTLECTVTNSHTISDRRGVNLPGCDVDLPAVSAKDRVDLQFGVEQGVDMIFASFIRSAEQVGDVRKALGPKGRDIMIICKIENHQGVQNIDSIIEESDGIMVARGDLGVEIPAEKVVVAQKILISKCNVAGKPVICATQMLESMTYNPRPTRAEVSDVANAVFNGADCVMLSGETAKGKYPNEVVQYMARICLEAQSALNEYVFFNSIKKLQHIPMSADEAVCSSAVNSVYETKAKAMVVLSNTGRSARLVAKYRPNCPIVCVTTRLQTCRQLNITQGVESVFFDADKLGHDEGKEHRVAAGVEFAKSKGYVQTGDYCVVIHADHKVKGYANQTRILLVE
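Purified LmPK (0.1 nM) with 0.5 mM PEP and 0.1 mM ADP in imidazole buffer pH 7.2 with MgCl2/KCl, 1 h at room temperature. ATP formed was read by luciferase luminescence and normalized to no-enzyme and uninhibited controls.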
AMA1-RON2 inh: inhibitors of Plasmodium falciparum AMA1-RON2 interaction; Potency, µM (highest dose often 58.2 µM), for the others: top-dose activity change, negative = inhibition, usual class: inhibitors; AlphaScreen AMA1-biotinylated RON2 peptide binding; 360,000 compounds, 0.2% hits;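 further: potency means the concentration at half of the fitted maximal effect; 0% = vehicle wells and -100% = peptide control; nearly all actives have a fitted effect of over 45% in size; some results filed as inactive show a strong effect at the top dose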
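AMA1 (3D7) with his tag at 25 nM final met compounds first, then biotinylated RON2 peptide at 25 nM; detection used donor plus acceptor beads, 10 µg/mL apiece, read by AlphaScreen after 30 min at room temperature.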
AmpC inh detg: blocks E. coli AmpC beta-lactamase in detergent assay; P00811; AmpC hydrolysis of nitrocefin, absorbance 480 nm, 0.01% Triton; Potency, µM (titrated, usually from 114 µM), for inactives: at the top dose activity change, negative = inhibition, actives largely listed as inhibitors; 370,000 compounds, 0.041% hits;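 further: potency means the concentration at half of the fitted maximal effect; 0% = no-compound wells and -100% = no-enzyme wells; nearly all actives have a fitted effect of over 25% in size; some results filed as inactive show a strong effect at the top dose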
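AmpC (5.3 nM in the dispensed reagent) in 20 mM phosphate pH 7.0 with 0.01% (detergent screen) or 0.0001% Triton X-100 was preincubated with compounds for 15 min at room temperature. Nitrocefin was then added from an 800 uM solution, and hydrolysis was followed at 480 nm.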
Active calls of the source: *; u = inconclusive; x = no result given; & = joins results of further samples; [ ] = dose if it differs, or a comment. Unless noted, the call rests on the fitted dose curve; in most records, active means well fitted curve in the direction sought with a large enough effect; inconclusive means small, poorly fitted or top-dose-only effect, or another doubt; inactive means no such curve, though single readings can be large; an effect the other way counts as inactive or inconclusive. Unless noted, on the % scale 0 is the no-effect control and ±100 the full control effect.

cpd	Compound	HCMV antiviral	AmpC no deterg	Sm TGR inh	Tb PYK inh	LmPK inh	AMA1-RON2 inh	AmpC inh detg
1	COc1ccc(S(=O)(=O)N(C)C)cc1NC(=O)COC(=O)c1nc2nccc(C)n2n1	4	9%	-1%	3%	0%	2%	-7%
2	COc1ccc(CC(=O)N2CCN(C(=O)Cc3ccc(OC)c(OC)c3)CC2)cc1OC	11	x	x	-10%	x	1%	x
3	COc1ccc(CCN2CC(C(=O)Nc3ccc4c(c3)OCO4)CC2=O)cc1OC (stereo not drawn)	5	0%	0%	-1%	0%	8%	3%
4	Cc1cc(C)nc(N2CCN(S(=O)(=O)c3ccc(F)cc3)CC2)n1	-23	26%	3%	-1%	-4%	-9%	-12%
5	O=C(OCC(=O)c1ccc[nH]1)c1ccc(Br)cc1	0	-56%	-1%	3%	x	0%	-14%
6	COc1cc(/C=C/C(=O)N(C)CC(=O)Nc2ccccc2SC)cc(OC)c1OC	2	2%	x	2%	x	3%[11.6 µM]	x
7	CCOC(=O)c1c(S(=O)(=O)Nc2ccc(F)cc2Cl)c(C)n(C)c1C	-4	-5%	-5%	4%	-5%	-3%	u
8	CCOC(=O)C1CCCN(C(=O)Cn2ncc3c4ccccc4n(C)c3c2=O)C1 (stereo not drawn)	17	x	-5%	2%	x	x	-7%
9	Cc1cc(Nc2cccc(Br)c2)c2ccccc2n1	-71*	x	x	1%	x	10%	x
10	CCN(C(=O)CCc1nc(-c2ccc(C)cc2)no1)c1cccc(Cl)c1	-4	x	-1%	2%	x	x	-7%
11	COc1ccc(C(=O)NC(=S)SCC(=O)O)cc1	7	-16%	u	-19%	-5%	0%	-3%
12	N=c1n(CCOc2ccccc2)c2ccccc2n1CCN1CCOCC1	-7	-6%	3%	-10%	0%	9%	-8%
13	COC(=O)c1ccccc1NC(=O)Cc1ccccc1OC	u	-21%	1%	-2%	-6%	28%	-13%
14	CCOC(=O)N1CCN(c2c(NCCCN(C)c3ccccc3)c(=O)c2=O)CC1	-75*	5%	-2%	-5%	4%	-6%	-10%
15	CC(Sc1nc(-c2ccccc2)cc(C(F)(F)F)n1)C(=O)N1CCCC1 (stereo not drawn)	-15	-23%	-8%	3%	1%	5%	u
16	CCOc1ccc(NS(=O)(=O)c2cc(Cl)ccc2OC)cc1	11	x	-11%	-2%	5%	-1%	-5%
17	CN1CCN(C2=Cc3ccccc3Sc3cc(F)c(F)cc32)CC1	8	141%[activator]	-9%	0%	0%	u	-6%
18	CCOC(=O)N/N=C(\c1ccccc1)C(O)c1ccccc1 (stereo not drawn)	26	-1%	-2%	0%	2%	9%	-4%
19	Cn1c(=O)c2sccc2n2c(CCC(=O)NCc3ccccc3Cl)nnc12	9	x	2%	8%	x	x	-5%
20	Cn1c(=O)c2c(-c3ccccc3Br)n(CCc3ccccc3)cc2n(C)c1=O	2	x	-1%	1%	x	x	0%
21	O=C(CCCOC(=O)c1ccc(O)cc1)c1ccccc1	-12	-38%	x	2%	x	9%	x
22	C[C@H](NC(=O)c1nc[nH]c1C(=O)N1CCc2ccccc2C1)c1ccccc1	-16	-2%	u	-5%	x	65%[activator]	9%
23	Cc1nc2ccc(NC(=O)c3cc(S(=O)(=O)N4CCOCC4)ccc3C)cc2s1	-10	11%	-19%	4%	0%	-6%	-14%
24	Cc1nc(SCC(=O)NC2CCS(=O)(=O)C2)c2c(C)c(C)sc2n1 (stereo not drawn)	-7	8%	-6%	-9%	x	14%	-16%
25	CCCCCn1c(=O)[nH]c2cc(C(=O)NCCCN3CCC(C)CC3)ccc2c1=O	14	9%	13%	1%	3%	-4%	-12%
26	C[C@@H]1CN([C@H](C)CO)C(=O)CCCn2nncc2CO[C@H]1CN(C)S(=O)(=O)c1ccccc1	0	x	x	-13%	x	-4%	x
27	O=C(Nc1ccc(CN2CCOCC2)cc1)c1cccs1	103	-22%	u	1%	-11%	-8%	-14%
28	COC(=O)c1cc(C(O)(C(=O)OC)C(F)(F)F)c(/N=C/N(C)C)s1 (stereo not drawn)	-26	-10%	12%[11.4 µM]	-4%	13%	-2%	-10%
29	CCC(=O)N(Cc1cc2cc(OC)ccc2[nH]c1=O)c1ccccc1OC	-24	x	x	-11%	x	19%	x
30	COc1cc2ccc(CC(N)=O)cc2cc1OC	-19	x	x	u	x	11%	x
31	Cc1cc(=O)oc2cc(OC(C)C(=O)NC3CCCC3)ccc12 (stereo not drawn)	8	-15%	6%	0%	0%	-9%	u
32	Cn1c(=NN=Cc2ccccc2OCCO)sc2ccccc21	89	x	x	-9%	x	0%	x
33	CN1CCN(CC#CC2(O)CCCCC2)CC1	-3	-2%	-11%	-4%	0%	-3%	-6%
34	O=C(CN1C(=O)CCn2nc(-c3ccccc3)cc21)NCc1ccc(F)cc1	0	x	12%	-2%	x	x	18%
35	O=C(O)c1ccc(S(=O)(=O)NC2CC2)cc1	-17	-9%	0%	0%	5%	-4%	-3%
36	CCOCCOC(=O)c1[nH]c2c(c1C)C(=O)CC(c1cccs1)C2 (stereo not drawn)	-81*	-8%	-1%	-6%	10%[11.5 µM]	14%	1%
37	COc1ccc(S(=O)(=O)N2CCN(C3CCCCCCC3)CC2)cc1	21&-2	-4%&-9%	0%&53%	3%&-4%	-3%&6%	-9%&-8%	1%&3%
38	COc1ccc(C(=O)N2CCN(CCc3ccccn3)CC2)cc1	-13&21	16%	5%&5%	1%&1%	-4%	17%	u
39	O=C(NCc1ccccc1Br)c1ccco1	76	-20%	-7%	7%	-4%	-3%	-12%
40	O=C(NC(=S)Nc1cnc2ccccc2c1)c1ccccc1	-13	-35%	u	-24%	-12%	54%[activator]	-2%

Some of these compounds in order of length of the SMILES, lowest first.
cpd	Compound	HCMV antiviral	AmpC no deterg	Sm TGR inh	Tb PYK inh	LmPK inh	AMA1-RON2 inh	AmpC inh detg
35	O=C(O)c1ccc(S(=O)(=O)NC2CC2)cc1	-17	-9%	0%	0%	5%	-4%	-3%
21	O=C(CCCOC(=O)c1ccc(O)cc1)c1ccccc1	-12	-38%	x	2%	x	9%	x
38	COc1ccc(C(=O)N2CCN(CCc3ccccn3)CC2)cc1	-13&21	16%	5%&5%	1%&1%	-4%	17%	u

The list goes on:
cpd	Compound	HCMV antiviral	AmpC no deterg	Sm TGR inh	Tb PYK inh	LmPK inh	AMA1-RON2 inh	AmpC inh detg
41	C[C@H]1CN([C@@H](C)CO)C(=O)c2cccc(NC(=O)c3cnccn3)c2O[C@@H]1CN(C)C(=O)Nc1ccc2c(c1)OCO2	87	-16%	x	-13%	x	46%[activator]	x
42	NC(=O)c1cccc2cc3ccccc3cc12	u	-14%	12%	6%	0%	16%	4%
43	O=C(NCCCN1CCOCC1)C1CCC(=O)N1CCc1ccccc1 (stereo not drawn)	9	-14%	89µM*	1%	5%	5%	u
44	COc1ccccc1C(=O)C1Nc2ccccc2-c2nnc(SC)nc2O1 (stereo not drawn)	1	-10%	-19%	-6%	2%	-4%	3%
45	N/C(=N\N=C\c1cccc([N+](=O)[O-])c1)c1nonc1N	36	-10%	0%	1%	2%	13%	8%
46	Cc1ccccc1NC(=S)N(CCN(C)C)C(C)c1cccnc1 (stereo not drawn)	-32	-36%	0%	-1%	-6%	-7%	-3%
47	CN(C(=S)Nc1ccc(Oc2ccccc2)cc1)c1ccc(O)cc1	-28	-14%	40µM*	-23%	2%	-8%	-7%
48	CCOC(=O)C1(Cc2ccccc2C(F)(F)F)CCN(C2CCN(C(C)C)CC2)CC1	-69*	-16%	1%	1%	4%	-2%	1%
49	CC(c1nnnn1C1CCCCC1)N(Cc1ccccc1)Cc1cccnc1 (stereo not drawn)	-38	160%[activator]	-6%	2%	5%	1%	-7%
50	Cc1cc([N+](=O)[O-])nn1CC(=O)NCc1cccs1	u	-1%	-22%	-5%	-3%	2%	1%
51	COc1cc(C(=O)NCCSc2ccc(F)cc2)cc(OC)c1OC	3	-15%	-9%	5%	0%	11%	0%
52	CCOC(=O)C1=C(C)NC2(O)c3ccccc3C(=O)C12O (stereo not drawn)	9	-16%	4%	6%	-4%	-7%	-1%
53	CC1CC(=O)N(CC(=O)Nc2ccc3c(c2)OCCO3)c2ccccc2S1 (stereo not drawn)	34	-7%	3%	0%	-5%	14%	u
54	Cc1ccc(-c2cc(C(=O)N/N=C/C=C/c3ccccc3)n[nH]2)s1	u	-47%	-2%	-8%	-1%	12%	-4%
55	CSc1ncc2c(n1)-c1ccccc1N(Cc1ccc(F)cc1)S2(=O)=O	-1	x	5%	3%	x	x	9%
56	CCC(C)(NC(=O)Cc1c[nH]c2ccccc12)C(=O)NC1CCCCC1 (stereo not drawn)	20	0%	-13%	-3%	-2%	-19%	u
57	CCN1CCN(C(=S)NC(=O)c2cc(OC)c(OC)c(OC)c2)CC1	31	-16%	x	-9%	x	56%[activator]	x
58	COc1ccccc1N(CC1CO1)S(=O)(=O)c1ccccc1 (stereo not drawn)	20	-6%	2%	-9%	1%	-8%	u
59	COc1cc(OC)c(NC(=O)CC(=O)Nc2cc(Cl)c(OC)cc2OC)cc1Cl	3	42%	-2%	4%	1%	-2%	u
60	COc1ccc(OC)c(NC(=O)CCCc2ccccc2)c1	-11	-3%	-23%	0%	0%	0%	0%

Entries by screen from the list:
Entries 22 to 32 in HCMV antiviral: -16, -10, -7, 14, 0, 103, -26, -24, -19, 8, 89

Going on with the list.
cpd	Compound	HCMV antiviral	AmpC no deterg	Sm TGR inh	Tb PYK inh	LmPK inh	AMA1-RON2 inh	AmpC inh detg
61	CCCOC(=O)c1ccc(NC(=O)/C=C/c2cccs2)cc1	68	-24%	10%	5%	-5%	6%	-20%
62	CCOC(=O)c1c(N=CN(C)C)c2cc([N+](=O)[O-])cnc2n1C	5	-8%	7%	-7%	0%	-5%	2%
63	Cc1cc(C)c2c(C)nn(-c3ccccc3)c2n1	-9	-6%	7%	-3%	5%	-4%	2%
64	Cc1cc(NC(=O)CSc2nc3c([nH]c4ccccc43)c(=O)n2-c2ccc(Cl)cc2)no1	32	x	-2%	1%	x	x	3%
65	COC(=O)CCC(=O)NC(=S)Nc1sc(C)c(C)c1C(N)=O	u	-13%	-1%	-14%	5%	16%	-1%
